# Bioassay records as filed in PubChem BioAssay.
# POLI inh = inhibitors of human DNA polymerase iota. Pol iota fluorescent replication assay, 10 min. Potency, µM (series often up to 115 µM), for the others: at the highest dose activity, negative = inhibition, usual class: inhibitors. 390,000 tested, 1% active
#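 Fluorescent replication assay read twice, at 0 min and 10 min after adding 50 nM (final) substrate. Enzyme (10 nM) and compounds were first incubated 15 min at room temperature; enzyme-free buffer wells were negative controls.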
# G9a inh = blocks human histone lysine methyltransferase G9a. Q96KQ7. G9a H3K9 monomethylation, AlphaScreen, 2 h. Potency, µM (doses to about 102 µM), without a hit: at the highest dose activity, negative = inhibition, most hits filed as inhibitors. 350,000 tested, 8.8% active. AID 504332; note: % is set by controls: 0 for no effect and ±100 for the full control effect; nearly all actives have a fitted effect of over 75% in size
#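 Step 1: enzyme (final 20 nM) with compound, 15 min RT. Step 2: substrate peptide 500 nM and SAM 20 uM, 2 h RT. Step 3: anti-H3K9me1 antibody and AlphaScreen beads, 10 min, then plate read.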
# BAZ2B inh = blocks human BAZ2B; AID 504333; AlphaScreen BAZ2B-H3K14Ac peptide displacement; Q9UIF8; 360,000 tested, 4.4% active; Potency, µM (highest dose often 114 µM), for the others: at the top dose activity change, negative = inhibition, usual class: inhibitors; note: % is set by controls: 0 for no effect and ±100 for the full control effect; nearly all actives have a fitted effect of over 60% in size
#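 In this displacement format the biotinylated H3(5-23) peptide acetylated at Lys14 serves as ligand at 50 nM, with BAZ2B at 50 nM in PBS pH 7.4 containing 0.01% Tween-20. Donor and acceptor beads are 10 ug/mL final.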
# JMJD2A Tudor = blocks the human JMJD2A Tudor domain; O75164; AlphaScreen JMJD2A-Tudor / H3K4me3 peptide binding; Potency, µM (highest dose often 114 µM), for the others: top-dose activity change, negative = inhibition, actives largely listed as inhibitors; 390,000 tested, 4.4% active; AID 504339; note: % is set by controls: 0 for no effect and ±100 for the full control effect; nearly all actives have a fitted effect of over 50% in size
# POLB inh = inhibitors of human DNA polymerase beta | P06746 | Pol beta primer extension/strand displacement, fluorescence kinetic | Potency, µM (highest dose often 114 µM), inactives show top-dose activity change, negative = inhibition, hits mostly inhibitors | 340,000 tested, 1.3% active | AID 485314; note: % is set by controls: 0 for no effect and ±100 for the full control effect
#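 Kinetic readout of DNA synthesis with strand displacement by Pol beta. Compound and 10 nM enzyme sit 15 min at room temperature; 50 nM substrate starts the reaction, read immediately and at 10 min.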
# APE1 inh = APE1 (human) endonuclease inhibition | P27695 | recombinant APE1, TAMRA/BHQ-2 abasic DNA cleavage fluorescence | Potency, µM (titrated, usually from 65.8 µM), for inactives: top-dose activity change, negative = inhibition, usual class: inhibitors | 350,000 tested, 0.35% active | AID 2517;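 note: plate controls were vehicle for no effect and reference inhibitor for full effect; nearly all actives have a fitted effect of over 55% in size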
#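 Step 1: APE1 (0.75 nM) with compound, 15 min RT. Step 2: add 50 nM fluorophore/quencher THF duplex. Step 3: three fluorescence reads 60 s apart (525/598 nm); read 3 minus read 1 = reaction progress.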
# POLK inh = blocks human DNA polymerase kappa activity | Q9UBT6 | purified Pol kappa, fluorescent DNA synthesis assay, 10 min | Potency, µM (doses to about 107 µM), for the others: top-dose activity, negative = inhibition, most hits filed as inhibitors | 400,000 tested, 0.53% active; note: % is set by controls: 0 for no effect and ±100 for the full control effect
#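 Activity was followed as the change in fluorescence between reads at 0 and 10 min after starting the reaction with 50 nM substrate. Beforehand, 10 nM polymerase had been preincubated with compound for 15 min at room temperature.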
# Pol eta inh = DNA polymerase eta (human) inhibition. 390,000 tested, 1.2% active. recombinant Pol eta, fluorescent DNA replication assay. Potency, µM (top dose mostly 114 µM), for inactives: top-dose activity change, negative = inhibition, actives largely listed as inhibitors. Q9Y253. AID 588591; note: % is set by controls: 0 for no effect and ±100 for the full control effect
#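 Fluorescent replication assay: 50 nM final substrate added after a 15 min room-temperature compound preincubation with 10 nM enzyme. Signal taken at 0 min and again at 10 min.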
# BLM helicase inh = blocks DNA unwinding by human BLM helicase | recombinant BLM DNA unwinding, fluorescence dequenching | Potency, µM (doses to about 56.1 µM), without a hit: at the top dose activity change, negative = inhibition, most hits filed as inhibitors | 350,000 tested, 0.2% active | AID 2528;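 note: plate controls were vehicle for no effect and no enzyme for full effect; nearly all actives have a fitted effect of over 35% in size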
# An asterisk follows results filed as active; ? = inconclusive; nt = no result given; & = joins results of further samples; [ ] = another dose, or the depositor's remark. Calls come from the whole dose curve; as a rule, active = well fitted curve in the direction sought with a large enough effect; inconclusive = small, poorly fitted or top-dose-only effect, or another doubt; inactive = no such curve, though single readings can be large; an effect the other way counts as inactive or inconclusive. Potency is the fitted concentration of half-maximal effect.
BLM helicase inh,POLK inh,APE1 inh,Pol eta inh,JMJD2A Tudor,POLB inh,G9a inh,POLI inh,BAZ2B inh,compound
-1%,-11%,-3%,-2%,-11%,3%,4%,105%[activator],4%,COc1ccc([N+](=O)[O-])cc1NC(=O)CCC(=O)c1cccs1
1%,-20%,nt,-19%,-11%,1%,-3%[59 µM],22%,2%,CCC12CN3CC(C)(CN(C1)C3c1ccccc1C)C2=O (stereo not given)
nt,-10%,nt,0%,-8%,nt,nt,20%,nt,Cc1cn(CC(=O)N[C@H](CO)Cc2c[nH]c3ccccc23)c(=O)[nH]c1=O
0%,-8%,5%,-15%,-10%,-17%,?,24%,-1%,CN1CCN(C(=O)c2ccc(Cl)c(S(=O)(=O)N3CCCCC3)c2)CC1
-10%,?,-6%,?,-12%[57.1 µM],8.9µM*,79µM*,?,50µM*,COc1ccc(/C=N/NC(=O)c2cc(-c3cccn3C)n[nH]2)cc1OC
-4%,-6%,67%,-20%,-4%,6%,6%,9%,0%,Cc1c(C(=O)N2CCOCC2)sc(NC(=O)CCl)c1C#N
5%,1%,1%,-1%,-16%,-14%,2%[59 µM],7%,0%,O=C(O)CC(C(=O)Nc1cccc(C(F)(F)F)c1)C1CCCO1 (stereo not given)
-2%,-1%,-3%,0%,-33%,4%,?,-5%,-15%,NC(=O)CC(NC(=O)Cc1cccc2ccccc12)c1ccc(N2CCC(Br)CC2)c([N+](=O)[O-])c1 (stereo not given)
0%,2%,?,-4%,29%,-4%,nt,-11%,13%,O=c1sc2ccccc2n1Cc1ccccc1
-1%,-6%,-2%,-4%,-7%,18%,-1%[59 µM],-27%,-2%,Cc1cc(C)nc(Sc2ccc(/C=C(\C#N)C(N)=O)o2)n1
-4%,-7%,11%,-2%,-6%,-4%,24%,3%,-13%,Cc1ccnc(NC(=O)CCNC(=O)c2ccccc2Cl)c1
-1%,-6%,21%,-9%,-5%,-3%,13%,10%,-2%,Cc1cccc(NC(=O)NNC(=O)COc2ccc([N+](=O)[O-])cc2)c1C
-2%,-2%,?,-17%,-11%,-1%,8%,149%[activator],-2%,CCN(CC)S(=O)(=O)c1ccc(/C=C/C(=O)OCC(=O)NCc2ccc3c(c2)OCO3)cc1
-3%,-2%,70%[activator],11%,0%,6%,?,10%,1%,CC(=O)c1ccc(NC(=O)COC(=O)C2C3CC4OC(=O)C2C4C3)cc1 (stereo not given)
nt,8%,-13%,-25%,-14%,nt,nt,33%[activator],nt,COc1ccc(CN2C(CC(=O)Nc3cccnc3)c3ccc(C(F)(F)F)cc3S2(=O)=O)cc1 (stereo not given)
-2%&-1%,-15%&-11%,14%,-25%&-5%,-22%&-9%,18%&3%,5%&-3%[59 µM],44%&0%[activator],-2%&0%,COc1ccc(CNC(=O)CN2C(=O)COc3ccc(S(=O)(=O)NC4CCCC4)cc32)cc1
-16%,11%,1%,?,-3%,?,-9%,0%,3%,Cn1c(C(=O)NC2CCCCC2)cc2c(=O)n(C)c3ccccc3c21
2%,0%,-2%,-2%,9%,1%,9%[59 µM],6%,-3%,c1ccc2c(c1)c1ccccc1n2CN1CCOCC1
-6%,-4%,2%,2%,-2%,20%,nt,-11%,2%,COC(=O)c1sccc1NC(=O)Nc1ccc(F)cc1F
-9%,11%,-3%,-13%,-28%,-1%,14%[59 µM],29%,-21%,CC(C)(C)[C@H]1C=C(C(=O)NCc2nc3ccccc3[nH]2)O[C@@H](OCc2ccc(CO)cc2)C1
0%,-2%,-3%,-12%,3%,22%,0%,122%[activator],-1%,O=S(=O)(c1ccc(Cl)s1)N1CCC2(CC1)OCCO2
-4%,7%,5%,3%,-28%,-8%,50µM*,8%,-1%,O=[N+]([O-])c1ccc(-c2csc(NN=C3CCCC3)n2)cc1
3%,-6%,3%,-5%,-20%[57.1 µM],-7%,16%[59 µM],-1%,0%,Cn1ncc(Cl)c1C(=O)Nc1ccc(Cl)cn1
-2%,-19%,0%,8%,-14%[57.1 µM],0%,2%[59 µM],11%,0%,COc1ccccc1CNC(=O)c1cccs1
-6%,-4%,11%,-2%,-12%,4%,21%[59 µM],28%,-14%,Cc1nc(SCC(=O)c2cc3ccccc3oc2=O)c(C#N)c(-c2cccs2)c1C(=O)Nc1ccccc1
nt,-18%,nt,-10%,-11%,nt,nt,-4%,nt,O=C1NC(=O)C(CCc2ccccc2)(c2ccccc2)N1 (stereo not given)
-9%,-6%,-7%,-6%,-16%,-3%,9%[12.7 µM],1%,-4%,Cc1ccc(-c2cc([C@H]3[C@H]4C=CC[C@@H](C)[C@@H]4C(=O)N3Cc3ccccc3)ccc2F)cc1
nt,-11%,0%,-5%,-22%,nt,71µM*,23%,10%,COc1cccc(NC(=O)CN(C)C(=O)c2ccc(Cl)c(S(=O)(=O)N3CCCCCC3)c2)c1
nt,1%,-6%,-4%,-2%,nt,-35%,28%,13%,COCCOc1ccc(C(F)(F)F)cc1NC(=O)COC(=O)c1cc[n+]([O-])cc1
-6%,-6%,1%,2%,-14%,-2%,-5%,25%,12%,CC(=O)c1cccc(NC(=O)CN2C(=O)NC3(CCCCCCC3)C2=O)c1

# Another view of some results above.
SMILES | BLM helicase inh | POLK inh | APE1 inh | Pol eta inh | JMJD2A Tudor | POLB inh | G9a inh | POLI inh | BAZ2B inh
Cc1ccc(-c2cc([C@H]3[C@H]4C=CC[C@@H](C)[C@@H]4C(=O)N3Cc3ccccc3)ccc2F)cc1 | -9% | -6% | -7% | -6% | -16% | -3% | 9%[12.7 µM] | 1% | -4%
COc1cccc(NC(=O)CN(C)C(=O)c2ccc(Cl)c(S(=O)(=O)N3CCCCCC3)c2)c1 | nt | -11% | 0% | -5% | -22% | nt | 71µM* | 23% | 10%
COCCOc1ccc(C(F)(F)F)cc1NC(=O)COC(=O)c1cc[n+]([O-])cc1 | nt | 1% | -6% | -4% | -2% | nt | -35% | 28% | 13%

# Next section:
BLM helicase inh,POLK inh,APE1 inh,Pol eta inh,JMJD2A Tudor,POLB inh,G9a inh,POLI inh,BAZ2B inh,compound
0%,0%,-2%,-4%,?,28%,19%[2.33 µM],11%,-4%,Cc1ccc(/C=N/N2CCN(c3ccncc3S(=O)(=O)N3CCCCC3)CC2)cc1
-5%,-11%,4%,-18%,-8%,17%,nt,-14%,-12%,COCC1CCCCN1C(=O)c1ccc(OC)c(OC2CCN(C(C)C)CC2)c1 (stereo not given)
-4%,10%,-2%,-3%,-19%,5%,-36%,27%,-6%,CCOC(=O)c1cc(C)sc1/N=C/C1C(=O)CCCC1=O
-2%,-3%,6%,-8%,0%,10%,-3%,81%[activator],-2%,CCCCC(CC(O)COCCC)C(=O)NN (stereo not given)
nt,-11%,0%,?,-19%,nt,-10%[2.33 µM],0%,3%,CC(=O)N1CCN(C(=O)c2cccc(S(=O)(=O)N3CCN(c4ccccc4)CC3)c2)CC1
-10%&-8%,-11%&2%,-6%,1%&-19%,-23%&-12%,36%&21%,-3%[59 µM],10%&16%,-9%,CCOc1ccccc1NC(=O)c1cccc2c1C(=O)N(C1CCCCC1)C2
nt,-14%,14%,-18%,-16%,nt,8%[59 µM],21%,9%,NC(=O)c1ccc(NC(=O)COC(=O)c2ccc(Br)o2)cc1
-3%,-9%,-2%,-16%,-23%,23%,-45%,9%,-10%,FC(F)(F)Oc1ccc(NC(=S)Nc2ccccc2N2CCOCC2)cc1
nt,-3%,-1%,-16%,-9%,nt,10%[12.7 µM],53%[activator],14%,CC(C)N(C(=NCc1ccccc1)NC(=O)c1ccccc1)C(C)C
-3%&-10%,-6%,3%&-5%,-7%,?,20%,7.9µM*,?,?,CCCCC#Cc1ccccc1CC(=O)Nc1ccccc1
-7%,1%,25%,-15%,35µM*,26%,39%[activator][59 µM],50%[activator],?,COc1ccccc1NCC(=O)N/N=C(\C)c1cccs1
nt,-3%,nt,-5%,-26%,nt,nt,2%,nt,Cn1c(SCC(=O)Nc2ccc(N3CCOCC3)c(Cl)c2)nnc1-c1ccccc1
-2%,-5%,4%,-24%,-3%,2%,31%,-20%,7%,CC1(C)Oc2ccc(C(=O)Nc3ccccc3)cc2N(CC#N)C1=O
-3%,-5%,4%,3%,-17%,0%,?,191%[activator],0%,CCc1cccc(CC)c1NC(=O)Cn1c(-c2ccccc2Cl)nc2ccccc21
-5%,-24%,-17%,-22%,?,3%,-41%,?,-5%,O=C(CNc1ccccc1)N/N=C/c1c[nH]c2ccccc12
-6%,-8%,16%,-22%,-16%,-5%,-5%,-6%,-4%,Cc1cc(C)c(C)c(S(=O)(=O)N2CCN(CC(=O)Nc3sccc3C#N)CC2)c1C
nt,-39%,1%,-12%,-18%,nt,-5%[0.501 µM],0%,11%,C[C@@]12CCC3[C@@](CCC4[C@@]3(C)CCC[C@@]4(C)C(=O)NCc3ccccc3)(CC1=O)C2 (stereo not given in full)
0%,-2%,2%,0%,-7%,1%,45µM*,27%,-27%,c1ccc(CSc2ncn[nH]2)nc1
-7%,4%,-1%,89µM*,?,-15%,-45%[59 µM],0%,6%,FC(F)(F)c1nnc2ccc(NCn3nnc4ccccc43)nn12
-1%,-10%,-1%,-9%,6%,2%,-45%,17%,4%,Cn1c(Cc2ccccc2)nnc1SCC(=O)Nc1ccc2c(c1)OCO2
-8%,-1%,nt,-14%,-16%,7%,-1%[59 µM],24%,-2%,CCOc1ccc(NC(=O)CSc2nc3c(oc4ccccc43)c(=O)n2-c2ccccc2C)cc1
0%,-22%,?,0%,-23%,-2%,-33%[59 µM],-13%,-2%,CC(O)[C@H]1CNC(=O)C(=O)N1CCc1cccc(F)c1 (stereo not given in full)
-2%,-5%,-6%,1%,-15%,-10%,2%,18%,-2%,Nc1c(Cl)c(Cl)nc(C(=O)OCC(=O)NC2CCCCC2)c1Cl
-5%,-2%,10%,-4%,-6%,-3%,-1%,0%,-12%,COc1ccc(CCNC(=S)c2ccccc2)cc1OC
-3%,4%,27%,-21%,2%,-2%,15%,36%[activator],-17%,CCN1C(=O)c2cccc3c(S(=O)(=O)N4CCCC4C(=O)O)ccc1c23 (stereo not given)
1%,5%,?,-9%,-7%,3%,-7%[59 µM],-14%,-38%,CN1CCN(C(=O)C2=C[C@@H](C3CCCCC3)C[C@@H](OCc3ccc(CO)cc3)O2)CC1
-1%,-11%,-5%,-17%,0%,1%,-3%,-9%,8%,O=C(Oc1ccc(-c2nccc(-c3ccccn3)n2)cc1)c1cccc(C(F)(F)F)c1

# Not all compounds are listed (hit frequency here may not be typical).
